Assay outcomes: PubChem BioAssay, National Center for Advancing Translational Sciences (NCATS)
TRHR PAM: allosteric enhancers of human TRH receptor | P34981 | TRHR cells, fluo-8 calcium fluorescence, EC20 TRH enhancement | enhancement, % at 2 µM | 360,000 compounds, 0.66% hits; in the data active = enhancement above about 30%; note: 0% is about no effect
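Enhancer read-out: after compound pinning and an initial kinetic agonist-mode read, an EC20 of TRH (10 nM final) was injected and fluo-8 calcium signal (Ex 480/Em 530) followed at 1 s/cycle for 100 cycles in TRHR-expressing cells.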
Pin1 inhibitor: human Pin1 inhibition; Pin1 FP peptide displacement, HiFluor488, 10 min; Potency, µM (titrated, usually from 115 µM), for inactives: at the top dose activity, negative = inhibition, usual class: inhibitors; 390,000 compounds, 0.009% hits; active = well fitted inhibition curve with a large enough effect in the polarisation, with a control signal flat, not every such curve was filed as active; inconclusive = small, poorly fitted or top-dose-only effect, or effect the other way, or a change in a side signal; inactive = no such curve, though single readings can be large or run the other way; the % refers to the polarisation; note: potency is the fitted concentration of half-maximal effect; % is set by controls: 0 for no effect and ±100 for the full control effect
Target sequence (Q13526 whole entry, looked up): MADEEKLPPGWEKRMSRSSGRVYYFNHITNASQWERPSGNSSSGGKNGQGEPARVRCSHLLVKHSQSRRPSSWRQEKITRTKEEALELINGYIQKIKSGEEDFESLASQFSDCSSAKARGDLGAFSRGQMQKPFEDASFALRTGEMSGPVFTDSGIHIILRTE
USP1 inh: inhibitors of human USP1/UAF1 deubiquitinase; O94782; recombinant USP1/UAF1, Ub-Rhodamine cleavage fluorescence; Potency, µM (titrated, usually from 57.1 µM), for inactives: top-dose activity change, negative = inhibition, usual class: inhibitors; 390,000 compounds, 0.23% hits; note: potency is the fitted concentration of half-maximal effect; % is set by controls: 0 for no effect and ±100 for the full control effect; nearly all actives have a fitted effect of over 60% in size; inactives centre near -12
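1 nM enzyme complex + cpd, 15 min RT; start with Ub-Rho 150nM final; kinetic fluorescence ex 480/em 540, 6 reads q60 s. Buffer 50mM HEPES pH 7.8, 0.5mM EDTA, 0.1 mg/ml BSA, 1mM TCEP, 0.01% Tween-20.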
D2 antag: D2 dopamine receptor (human) antagonism; 340,000 compounds, 2% hits; HEK293 TREx D2 cells, calcium flux, dopamine EC80; P14416; inhibition, % at 10 µM; in the data active = inhibition above about 30%; note: 0% is about no effect
Target sequence (P14416 whole entry, looked up): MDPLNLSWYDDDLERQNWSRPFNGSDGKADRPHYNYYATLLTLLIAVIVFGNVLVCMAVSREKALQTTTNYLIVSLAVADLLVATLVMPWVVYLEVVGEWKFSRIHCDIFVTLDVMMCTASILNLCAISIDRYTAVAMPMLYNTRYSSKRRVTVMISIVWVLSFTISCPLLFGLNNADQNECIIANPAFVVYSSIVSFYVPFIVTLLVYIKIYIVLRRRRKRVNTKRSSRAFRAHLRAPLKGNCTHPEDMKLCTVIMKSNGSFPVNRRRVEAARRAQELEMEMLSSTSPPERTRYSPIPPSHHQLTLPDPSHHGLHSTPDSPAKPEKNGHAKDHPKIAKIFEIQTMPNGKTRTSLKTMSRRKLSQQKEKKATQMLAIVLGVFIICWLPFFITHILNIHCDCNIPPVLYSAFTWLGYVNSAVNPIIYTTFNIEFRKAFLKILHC
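Dopamine at EC80 is the agonist stimulus; test compounds precede it by 180 s. Calcium flux read kinetically in a force-coupled, inducible HEK293 T-REx D2 cell line.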
mIDH1 inhibitor: human IDH1 R132H inhibition; O75874; IDH1-R132H enzyme, NADPH consumption, diaphorase/resazurin fluorescence; Potency, µM (series often up to 76.6 µM), inactives show at the highest dose activity change, negative = inhibition, hits mostly inhibitors; 390,000 compounds, 0.093% hits; AID 602179; note: potency is the fitted concentration of half-maximal effect; % is set by controls: 0 for no effect and ±100 for the full control effect; nearly all actives have a fitted effect of over 65% in size
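IDH1-R132H (0.5 ug/mL dispensed) in pH 7.5 Tris buffer was preincubated 30 min with compound, then given a substrate mix of 0.016 mM NADPH and 2 mM alpha-KG for 80 min at room temperature; remaining NADPH was read by diaphorase/resazurin fluorescence.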
TRHR ag: activates the human TRH receptor; P34981; TRHR cells, calcium flux fluo-8, FDSS agonist mode; activation, % at 2 µM; 360,000 compounds, 0.18% hits; AID 493084; in the data active = activation above about 30%; note: 0% is about no effect
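Agonist-mode FDSS calcium read (Ex 480/Em 530, 1 s cycles) in 1536-well TRHR cells with fluo-8 dye, after 10-cycle baseline and 23 nL compound addition; TRH at EC20 (10 nM final) added afterwards for the enhancer phase.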
TrxR1 inh: inhibitors of rat thioredoxin reductase 1; O89049; recombinant rTrxR1, NADPH fluorescence consumption, selenite substrate; Potency, µM (series often up to 114 µM), for inactives: at the highest dose activity change, negative = inhibition, hits mostly inhibitors; 390,000 compounds, 1% hits; note: potency is the fitted concentration of half-maximal effect; % is set by controls: 0 for no effect and ±100 for the full control effect; nearly all actives have a fitted effect of over 65% in size
Target sequence (O89049 whole entry, looked up): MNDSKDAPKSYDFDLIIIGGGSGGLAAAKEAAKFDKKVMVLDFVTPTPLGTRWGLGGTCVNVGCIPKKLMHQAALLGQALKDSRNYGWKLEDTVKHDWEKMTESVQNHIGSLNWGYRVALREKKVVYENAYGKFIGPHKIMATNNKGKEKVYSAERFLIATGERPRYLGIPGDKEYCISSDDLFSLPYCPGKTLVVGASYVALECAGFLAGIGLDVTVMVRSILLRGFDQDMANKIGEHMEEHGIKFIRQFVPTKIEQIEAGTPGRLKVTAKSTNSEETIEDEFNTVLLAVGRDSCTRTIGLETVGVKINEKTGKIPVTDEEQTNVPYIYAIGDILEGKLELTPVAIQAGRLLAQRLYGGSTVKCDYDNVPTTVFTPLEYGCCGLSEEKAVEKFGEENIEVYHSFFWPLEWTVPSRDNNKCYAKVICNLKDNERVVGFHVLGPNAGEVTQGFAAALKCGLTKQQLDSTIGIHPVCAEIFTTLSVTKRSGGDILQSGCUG
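Rat TrxR1 (90 nM in the dispensed reagent) was pre-reduced with 400 uM NADPH for 5 min at room temperature, then incubated with compound for 15 min. After 400 uM selenite was added, NADPH fluorescence (Ex 340/Em 450 nm) was followed for 8 min.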
TrxR1 substrate: substrates of rat thioredoxin reductase 1; Potency, µM (series often up to 114 µM), for inactives: at the top dose activity change, negative = substrate turnover; 390,000 compounds, 0.01% hits; O89049; AID 588456; purified TrxR1 substrate turnover, NADPH consumption readout; note: potency is the fitted concentration of half-maximal effect; % is set by controls: 0 for no effect and ±100 for the full control effect; nearly all actives have a fitted effect of over 50% in size
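Rat TrxR1, dispensed at 90 nM, was prereduced with 400 uM NADPH (final) for 5 min at ~22 deg C, then incubated with compound 15 min before 400 uM selenite. A first-read NADPH fluorescence drop versus no-compound background flagged substrates.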
D2 agonist: agonists of human D2 dopamine receptor; P14416; HEK293 T-REx D2 cells, calcium flux agonist mode; activation, % at 2 µM; 340,000 compounds, 0.53% hits; AID 485358;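 active = activation over 3 SD above normal in the single-dose calcium agonist read, cut at about 30% in these data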; note: 0% is about no effect
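Agonism is scored from calcium flux in a force-coupled, inducible HEK293 cell line expressing D2, read kinetically for 180 s after compound addition against dopamine controls.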
* marks the source's active call; other numbers are inactive results; u = inconclusive; x = not tested or not shown; [ ] = another dose, or the depositor's remark. Unless noted, calls come from the whole dose curve; as a rule, active = well fitted inhibition curve with a large enough effect; inconclusive = small, poorly fitted or top-dose-only effect; inactive = no such curve, though single readings can be large or run the other way.

SMILES | TRHR PAM | Pin1 inhibitor | USP1 inh | D2 antag | mIDH1 inhibitor | TRHR ag | TrxR1 inh | TrxR1 substrate | D2 agonist
c1ccc2c(c1)NCCS2 | -2 | 6% | -13% | 1 | 6% | -0.4 | 10%[57.1 µM] | -9%[57.1 µM] | 1.3
COc1ccc(CCNC(=O)COc2cccc(-n3cnnn3)c2)cc1 | 14 | -6% | -1% | -10 | 19% | -0.1 | -6% | -9% | 0.6
COc1ccccc1NC(=O)CCn1c(=S)oc2ccccc21 | 19 | 0% | -13% | -8 | -9% | -0.8 | 17% | 5% | 0.7
COC(=O)C1=C(C)N(CCc2ccccc2)C(=O)C1 | 3 | 0% | -3% | -5 | 4% | 0.1 | -22% | 1% | 0.3
Cn1c(O)c(C=NCC2CCNCC2)c(=O)n(C)c1=O | 5 | x | x | -4 | x | 0.3 | x | x | -0.4
CS(=O)(=O)N1CCCC(C(=O)NCCc2ccc(Cl)cc2)C1 (stereo not given) | -2 | 4% | -17% | -3 | 0% | 0.5 | -1% | 7% | -0.1
Cc1cc(=O)n2c(n1)NC(=NCc1ccccc1)NC2c1ccccc1 (stereo not given) | 2 | 5% | -8% | -3 | 3% | 0.4 | 7% | 1%[57.1 µM] | -0.6
COc1ccccc1Cn1c(=S)[nH]c2cc(C(=O)NCCN(C)C)ccc2c1=O | 1 | 10% | -23% | 8 | 2% | -0.3 | -16% | -11%[57.1 µM] | 0.0
Fc1ccc(OCc2nnc(-c3ccccc3Br)o2)c(Cl)c1 | -1 | 14% | -27% | 5 | 4% | -1.4 | 13% | 22% | 20
CC1=C(C(=O)OCC(C)C)C(c2cc3c(cc2Br)OCO3)NC(=O)N1C (stereo not given) | 53* | -7% | -20% | -2 | 5% | -2.4 | -9% | -9% | -0.4
Cc1cccc(CSC2=NCCN2C(=O)C2CC2)c1 | 2 | 7% | -13% | 6 | 10% | -0.2 | u | -7% | -0.7
O=C(Nc1ccccc1C(=O)N1CCCCCC1)c1ccc(F)cc1 | 4 | 5% | -12% | 16 | 3% | 0.0 | -17% | -9% | -2.8
Nc1nnc(SCc2coc(-c3ccc(Cl)cc3)n2)s1 | 11 | 3% | -1% | 28 | 5% | 0.6 | -4%[57.1 µM] | -10% | -0.5
CN(C)CCCNc1c2c(nc3cc(-c4cccc(F)c4)nn13)CCC2 | 8 | 4% | -9% | 8 | 14% | 1.0 | 12% | 5% | 0.5
Nc1ccc(C(=O)O)cc1S(=O)(=O)O | 0 | -12% | -18% | -9 | 1% | -0.1 | 20% | 7% | 0.8
O=C1c2cnc3ncnn3c2CC2c3ccccc3CCN12 (stereo not given) | 1 | -2% | -7% | -10 | 5% | 0.0 | -31%[57.1 µM] | 96%[activator][57.1 µM] | 0.1
Cc1c(Cl)cccc1-n1cnc(=O)c2ccccc21 | x | 0% | -18% | x | 1% | x | -2%[57.1 µM] | 3%[57.1 µM] | x
COc1ccc(C(=O)Nc2ccc3c(c2)C(=O)N(C)C3=O)cc1OC | 19 | -1% | 6% | -29 | 5% | 1.9 | 7%[57.1 µM] | 10%[57.1 µM] | 0.6
Cc1ccc2nsnc2c1NC(=O)CCc1ccccc1 | 1 | -7% | -19% | 1 | 6% | -0.3 | 1%[57.1 µM] | 5%[57.1 µM] | -0.1
O=c1c2ccccc2ncn1Cc1nc2ccccc2s1 | 9 | -4% | -15% | 13 | 3% | 0.2 | -8% | -5% | -0.7
COc1ccc(-n2ncc3c2CC(C)(C)CC3NC(=O)c2ccnn2C)cc1 (stereo not given) | -5 | -3% | -28% | 11 | -1% | 0.0 | -14% | -7% | 1.4
CCOC(=O)c1c(-c2ccc(OC)cc2)csc1NC(=O)CSc1ccccc1 | 0 | 36%[activator] | -4% | -8 | -1% | 2.2 | -5% | -5% | -0.4
CCOC(=O)CN1C(=O)S/C(=C/c2ccc(OCc3ccc(C(=O)O)cc3)cc2)C1=O | -4 | -12% | -22% | -8 | 7% | 0.1 | -5% | -5% | 0.3
Cn1cnc([N+](=O)[O-])c1S(=O)(=O)Oc1cccc2ccccc12 | x | 4% | u | x | -8% | x | u | -8% | x
CC1CN(C(=O)c2ccc(CNS(=O)(=O)c3cccc(Cl)c3)cc2)CC(C)O1 (stereo not given) | 26 | 34%[activator] | -12% | 4 | 10% | 0.2 | -14% | -11% | -0.4
CCC(C)(C)n1c(=O)[nH]c2c(c1=O)CCC2 | -7 | -3% | 2% | 3 | 2% | -0.9 | 2% | -4% | 0.9
O=C1CC[C@@H]2CC3(C[C@@H]4CCN1[C@H]24)Nc1ccccc1NC3=NC1CCCCC1 (stereo not given in full) | x | -5% | -14% | x | 3% | x | 16% | 1% | x
CC(C)CN(C(=O)COC(=O)c1cncc(Br)c1)c1c(N)n(Cc2ccccc2)c(=O)[nH]c1=O | -4 | 12% | -5% | -12 | 5% | 0.1 | 13% | 5% | 0.0
O=C(ON=C1CCN(S(=O)(=O)c2ccccc2)CC1)c1ccccc1 | -11 | -6% | -20% | -14 | -5% | 0.1 | 10% | 2% | 0.6
Cc1ccccc1C(=O)N(Cc1sccc1C)C1CCS(=O)(=O)C1 (stereo not given) | -2 | 2% | u | x | x | -0.2 | 17% | 0% | 1.2
CCn1ccc(C(=O)Nc2ccccc2SC)n1 | -4 | -1% | -2% | -20 | -5% | 0.1 | -2% | -11% | -0.5
CC(=O)Nc1ccc(S(=O)(=O)N2CCN(c3ccccc3)CC2)cc1 | -4 | -10% | -18% | x | 1% | 0.5 | 27%[57.1 µM] | 0%[57.1 µM] | -0.4
CC1(C)C2CC=C(/C=N/n3cnnc3)C1C2 (stereo not given) | -3 | -2% | -13% | -4 | -3% | -0.4 | -10% | -6% | 0.7
COc1ccc2c(c1)c(C(=O)CN1CCC(C(N)=O)CC1)c(C)n2C | 1 | 7% | -22% | 5 | -2% | 0.1 | -33% | -6% | 0.2
COCCn1c(-c2cc(OC)c(OC)c(OC)c2)nc2nc3ccccc3nc21 | 5 | x | x | 15 | x | 0.5 | x | x | -0.4
CCOC(=O)Cc1csc(NC(=S)NC(=O)c2cc(OC)c(OC)c(OC)c2)n1 | -6 | 0% | -9% | -16 | -3% | 0.1 | u | -19% | 0.1
Cn1nc(C(F)(F)F)c(C(=O)Nc2ccc(F)cc2)c1Cl | 1 | -2% | -10% | -3 | 5% | -0.1 | 29%[57.1 µM] | 3%[57.1 µM] | 0.0
CC(C)c1cc(C(F)(F)F)n2nc(C(=O)Nc3ccc4c(c3)OCO4)cc2n1 | -3 | 6% | -8% | 0 | 8% | -0.6 | 8%[57.1 µM] | 21%[57.1 µM] | -0.9
COc1ccc(C2(C)NC(=O)N(CC(=O)NC3(C#N)CCCCC3)C2=O)cc1 (stereo not given) | 3 | -3% | -23% | -6 | 5% | -0.4 | 22% | 4% | 1.1
CCOC(=O)C1CCN(C(=O)c2cc(S(=O)(=O)N3CCc4ccccc43)ccc2OC)CC1 | -5 | -2% | -23% | 3 | 4% | -1.0 | 8% | -4% | 0.2
O=C(Cn1cnc(Cl)c1Cl)c1ccc(F)cc1 | -5 | 2% | -18% | -13 | 10% | -0.6 | 19% | -1% | -0.3
CC(OC(=O)c1ccc(-n2cnnn2)cc1)C(=O)Nc1ccccc1F (stereo not given) | 24 | -5% | -3% | x | 5% | 0.2 | -2% | -12% | x
COc1ccccc1NC(=S)N(Cc1ccccn1)Cc1ccccc1Cl | 4 | 4% | -8% | x | 7% | -0.9 | 17%[57.1 µM] | 7%[57.1 µM] | x
O=c1[nH]c(N2CCN(Cc3ccc4c(c3)OCO4)CC2)nc2c1CCCC2 | -6 | -4% | -6% | -26 | 3% | -3.7 | 14% | 0% | -0.4
Cc1cc(C)cc(NCc2ccncc2)c1 | 3 | -4% | -15% | 5 | -4% | -0.2 | 25% | 0% | -0.1

An excerpt of these results, tab-delimited:
smiles	TRHR PAM	Pin1 inhibitor	USP1 inh	D2 antag	mIDH1 inhibitor	TRHR ag	TrxR1 inh	TrxR1 substrate	D2 agonist
Cn1nc(C(F)(F)F)c(C(=O)Nc2ccc(F)cc2)c1Cl	1	-2%	-10%	-3	5%	-0.1	29%[57.1 µM]	3%[57.1 µM]	0.0
CC(C)c1cc(C(F)(F)F)n2nc(C(=O)Nc3ccc4c(c3)OCO4)cc2n1	-3	6%	-8%	0	8%	-0.6	8%[57.1 µM]	21%[57.1 µM]	-0.9
COc1ccc(C2(C)NC(=O)N(CC(=O)NC3(C#N)CCCCC3)C2=O)cc1 (stereo not given)	3	-3%	-23%	-6	5%	-0.4	22%	4%	1.1

Additional results
SMILES | TRHR PAM | Pin1 inhibitor | USP1 inh | D2 antag | mIDH1 inhibitor | TRHR ag | TrxR1 inh | TrxR1 substrate | D2 agonist
O=C(Nc1ccnc(-c2cccnc2)n1)c1cccc(Cl)c1Cl | 11 | 14% | -14% | -10 | 7% | -0.1 | 25% | 6% | 0.0
CCOC(=O)C1(CCOc2ccccc2)CCN(Cc2cc(OC)c3c(c2)OCO3)CC1 | 1 | 4% | -24% | 1 | 1% | -1.3 | 16% | -1% | 0.7
Cc1cc(OCC(=O)NCc2ccccn2)c2c(C)c(Cc3ccccc3)c(=O)oc2c1 | -5 | u | -8% | 9 | -14% | 0.5 | 24% | 16% | 0.2
O=C(NCCCO)C(=O)NCC1OCCCN1S(=O)(=O)c1cccs1 (stereo not given) | -4 | -8% | -15% | -12 | 5% | 0.4 | 1% | 2% | -0.3
CN(C)/C=N/c1c(C(=O)NCc2ccccc2)nnn1Cc1ccccc1 | -1 | -1% | -18% | x | 7% | -0.5 | -4% | 0% | x
CCCCNC(=O)c1ccc2c(OCC)n(CCCC)nc2c1 | -4 | 0% | -14% | 8 | 12% | -0.8 | -3% | 73%[activator] | 0.3
CCOc1ccccc1N(CC(=O)N/N=C(\C)c1cccc(Br)c1)S(C)(=O)=O | 1 | 1% | -20% | x | -6% | -2.0 | 12%[57.1 µM] | -3% | x

Not all compounds are listed (hit frequency here may not be typical).
